# Screening data: PubChem, The Scripps Research Institute Molecular Screening Center
# TDP2 inh = blocks human TDP2 phosphodiesterase activity | recombinant TDP2, T5PNP hydrolysis, p-nitrophenol absorbance 415 nm | AID 720702 | inhibition, % at 12.8 µM | O95551 | 370,000 compounds, 0.34% hits;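 active = inhibition above the mean of all tested compounds plus 3 SD, set per campaign, cut at about 25% in these data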;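 note: 0% = DMSO with enzyme and 100% = buffer with substrate but no TDP2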
# Target sequence (O95551 whole entry, looked up): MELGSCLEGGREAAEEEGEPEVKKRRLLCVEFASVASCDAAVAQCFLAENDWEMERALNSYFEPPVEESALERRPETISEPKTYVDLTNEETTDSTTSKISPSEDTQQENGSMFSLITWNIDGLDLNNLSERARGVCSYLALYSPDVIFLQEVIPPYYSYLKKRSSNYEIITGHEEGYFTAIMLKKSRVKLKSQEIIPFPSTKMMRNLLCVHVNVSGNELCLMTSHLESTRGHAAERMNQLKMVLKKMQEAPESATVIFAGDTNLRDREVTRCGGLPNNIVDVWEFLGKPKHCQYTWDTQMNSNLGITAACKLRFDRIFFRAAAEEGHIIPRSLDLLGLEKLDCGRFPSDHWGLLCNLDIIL
#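 System – recombinant human TDP2 · Amount – 120 nM TDP2 per well · Buffer or medium – Mg2+-containing Tris-HCl buffer, pH 7.5 · Reagent – T5PNP substrate, 5 mM · Dosing – 12.8 µM single point, 1% DMSO · Incubation – 2 h at 37 °C · Measured by – epi absorbance · Read-out basis – percent inhibition · Benchmarks – high control without enzyme, low control DMSO plus TDP2 · Repeats – singlicate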
# Tn7 DDE FP = disrupts Tn7 cyclic peptide binding to fibrin D-Dimer-E complex. P02675. FP displacement of FITC-Tn7 peptide from fibrin DD(E); 0% = median of compound wells per plate. inhibition, % at 8.3 µM. 370,000 compounds, 0.13% hits. AID 720508;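 active = inhibition above the mean of compounds falling within the control limits plus 3 SD of them, cut at about 14% in these data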;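 note: 0% = plate median of compound wells and 100% = 10 µM Aha-Tn7 peptide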
#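 Assay system: Human fibrin DD(E) protein | Medium: Tris buffer with calcium and detergent, pH 7.8 | Reagent: 0.1 µM fluorescent Tn7 | Compound dosing: Single point at 8.3 µM | Times: 10 min preincubation, 3 h with tracer, room temperature | Detection: Fluorescence polarization of the labelled Tn7 tracer | Controls: Aha-Tn7 high control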
# UHRF1 binding = blocks human UHRF1 binding to methylated DNA; Q96T88; UHRF1 binding to methylated oligo, TR-FRET; inhibition, % at 4.4 µM; 370,000 compounds, 0.75% hits; in the data active = inhibition above about 21%;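 note: UHRF1 SRA domain binding a hemimethylated CpG hairpin DNA probe; 0% = median of test compound wells and 100% = reference inhibitor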
# DDE Tn6 FP inh = disrupts Tn6 cyclic peptide binding to fibrin D-Dimer-E complex; AID 720509; inhibition, % at 8.3 µM; P02675; Fibrin DD(E) TRITC-Tn6 fluorescence polarization displacement; 370,000 compounds, 0.21% hits;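 active = inhibition above a per-campaign cutoff: mean of compounds within control limits plus 3 SD, cut at about 15% in these data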;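 note: 0% = median of all compound wells on the plate and 100% = blocking peptide control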
# proKLK7 act = activates the human kallikrein-7 zymogen | 370,000 compounds, 0.9% hits | activation, % at 7 µM | purified proKLK7, EDANS-DABCYL substrate fluorescence; 100% is mature enzyme control, 0% vehicle | P49862;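 active = activation above the mean of all tested compounds plus 3 SD, computed per campaign excluding outliers beyond control limits, cut at about 13% in these data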
# Target sequence (P49862 whole entry, looked up): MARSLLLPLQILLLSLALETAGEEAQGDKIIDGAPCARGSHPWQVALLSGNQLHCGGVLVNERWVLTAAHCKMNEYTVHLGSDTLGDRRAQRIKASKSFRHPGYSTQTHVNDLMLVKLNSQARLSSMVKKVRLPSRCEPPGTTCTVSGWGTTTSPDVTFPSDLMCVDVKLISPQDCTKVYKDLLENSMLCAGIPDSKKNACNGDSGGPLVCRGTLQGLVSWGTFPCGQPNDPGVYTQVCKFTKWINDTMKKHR
# LEDGF integ inh = blocks HIV-1 LEDGF/p75-dependent DNA integration; AID 743269; TR-FRET IN-LEDGF/p75 DNA integration, Eu/Cy5; inhibition, % at 3.7 µM; 370,000 compounds, 0.64% hits;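 active = inhibition above the screen-wide mean plus 3 SD, cut at about 13% in these data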;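 note: signal is the Cy5 over europium emission ratio at 671 and 618 nm; 0% = plate median of compound wells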
# TCR CD3 inh = inhibitors of human TCR-CD3 interaction. TAMRA-labeled TCR probe fluorescence, biochemical. inhibition, % at 9.4 µM. 360,000 compounds, 0.37% hits. AID 651800; in the data active = inhibition above about 19%;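 note: recombinant mutant TCR 2C K166C tagged with TAMRA read by polarization; 0% = receptor in buffer alone and 100% = receptor with positive control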
# SIAE inh = inhibitors of human sialic acid acetylesterase SIAE. AID 1053197. Q9HAT2. SIAE FP-Rh probe binding, fluorescence polarization. inhibition, % at 9.66 µM. 370,000 compounds, 0.69% hits;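 active = inhibition above a cutoff: mean of compounds within the control limits plus 3 SD of those, cut at about 17% in these data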;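 note: 0% = plate median of compound wells and 100% = probe without SIAE protein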
# PRMT1 FP inh = PRMT1 (human) inhibition, primary screen | 370,000 compounds, 1.3% hits | Q99873 | inhibition, % at 2.79 µM | recombinant PRMT1, activity-based probe fluorescence polarization;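 active = inhibition above about 21% made by adding two undisclosed values, limit read from the data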
# MBD2 DNA inh = inhibitors of human MBD2 binding to methylated oligonucleotide | Q9UBB5 | TR-FRET | inhibition, % at 4.4 µM | 370,000 compounds, 0.31% hits; in the data active = inhibition above about 13%
# Target sequence (Q9UBB5 whole entry, looked up): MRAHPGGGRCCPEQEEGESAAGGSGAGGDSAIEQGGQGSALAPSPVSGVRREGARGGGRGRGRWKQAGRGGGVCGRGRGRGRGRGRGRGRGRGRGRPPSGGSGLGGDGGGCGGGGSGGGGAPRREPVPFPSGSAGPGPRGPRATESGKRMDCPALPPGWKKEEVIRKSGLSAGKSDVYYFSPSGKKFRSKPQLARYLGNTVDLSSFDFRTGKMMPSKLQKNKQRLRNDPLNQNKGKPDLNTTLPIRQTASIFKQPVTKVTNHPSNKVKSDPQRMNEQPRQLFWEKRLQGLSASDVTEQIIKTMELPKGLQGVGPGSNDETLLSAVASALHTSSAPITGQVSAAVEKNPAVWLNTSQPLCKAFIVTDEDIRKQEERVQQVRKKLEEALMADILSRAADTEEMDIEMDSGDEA
# * marks the source's active call; other numbers are inactive results; / = no result given.
SMILES,TDP2 inh,Tn7 DDE FP,UHRF1 binding,DDE Tn6 FP inh,proKLK7 act,LEDGF integ inh,TCR CD3 inh,SIAE inh,PRMT1 FP inh,MBD2 DNA inh
CCN(c1ccccc1)S(=O)(=O)c1nnc(NC(=O)CC(C)C)s1,5,1,14,-2,0.2,-4,3,3,3,4
Cc1cc(N2CCN(C)CC2)nc2ccc(NC(=O)CCC(=O)NCCC3=CCCCC3)cc12,3,7,1,-2,1.1,0,2,-4,-1,1
FC(F)c1nnc2ccc(Cl)nn12,7,-3,-1,0,0.2,0,2,-2,0,-5
CC(C(=O)c1ccc(Br)cc1)[n+]1cccc(NC(=O)c2ccccc2)c1 (centres undefined),5,6,3,-4,0.1,0,-9,-6,4,2
Cc1ccc(OCCSc2ncnc3sc(C)c(C)c23)cc1C,-1,-2,-4,3,0.1,2,6,6,0,-7
COc1cccc(/C=N/NC(=O)CSCC(=O)Nc2ccccc2)c1O,0,-1,-3,0,-7.2,-2,1,7,-5,-6
O=C(C(=O)N1CCN(c2cccc(Cl)c2)CC1)N1CCCCC1,11,-1,0,-10,-0.8,5,8,2,-1,-3
CCN(C(=O)CN1CCN(S(=O)(=O)c2cc(Cl)ccc2Cl)CC1)c1c(N)n(Cc2ccccc2)c(=O)[nH]c1=O,-4,1,0,-4,-0.2,1,-2,5,-3,1
COc1ccc(CCn2c(C)cc(C(=O)CSc3nnnn3-c3ccccc3)c2C)cc1OC,-6,1,-1,0,0.5,-2,6,3,-1,-2
CCC(C)c1ccccc1OCCCCN1CCCC1 (centres undefined),-3,-3,5,4,-0.4,3,3,1,1,3
Cc1cc(Br)cc(C)c1NC(=O)c1ccccc1[N+](=O)[O-],3,3,5,5,0.1,-5,0,1,4,7
Cc1cc(C)n2nc(C(=O)N/N=C/c3c4ccccc4cc4ccccc34)nc2n1,7,-4,-6,1,-0.7,-1,9,-8,-3,3
Cc1ccc(CNC(=O)c2ccc(C)c(S(=O)(=O)N3CCCCC3)c2)cc1,-5,-6,0,1,0.1,2,2,2,-3,-1
O=C(CN(Cc1ccccc1)C(=O)CCC(=O)Nc1ccccn1)NCc1ccc(F)cc1,-29,-6,2,13,0.1,-3,-5,-2,-3,-5
O=C(Nc1nccs1)c1ccc(S(=O)(=O)NCC2CCCCC2)cc1,-7,-7,-2,-1,0.5,-3,1,-2,-2,-3
CC(C)NC(=O)N(C)C[C@H]1OCCCC[C@@H](C)Oc2ccc(NC(=O)C3CCCCC3)cc2C(=O)N([C@H](C)CO)C[C@@H]1C,13,3,-1,3,0.5,-4,3,8,-2,1
O=S(=O)(Nc1ccc(-c2ccc(N3CCOCC3)nn2)cc1)c1cc(Cl)ccc1Cl,0,8,1,-7,-0.6,0,3,5,-2,4
CCCN(CCC)C(=S)NC(=O)c1ccc(Cl)cc1Cl,-23,1,-2,-4,0.1,16*,7,-8,3,5
CCOc1cccc(/C(O)=C2/C(=O)C(=O)N(CCN3CCOCC3)C2c2cccnc2)c1 (centres undefined),5,0,-3,2,0.2,-1,2,4,-4,-2
CN1CCN(C(=O)CSc2nc(-c3ccco3)cc(C(F)(F)F)n2)CC1,9,0,-2,3,0.4,-2,2,4,-2,-1
CCOc1ccc(-c2csc(C3COc4ccccc4O3)n2)cc1 (centres undefined),-14,-4,2,2,0.0,5,4,0,-1,-1
C[C@@H]1CN([C@@H](C)CO)C(=O)CCCn2nncc2CO[C@@H]1CN(C)S(=O)(=O)c1ccc(Oc2ccccc2)nc1,-10,-5,1,2,-0.3,-6,7,0,2,0
Cc1ccc(O)c(NC(=S)NC(=O)COc2ccc(Br)cc2)c1,-3,-1,-1,0,-5.0,0,8,-6,-6,-6
Cc1ccc(-c2noc(CC(c3ccccc3)c3ccccc3)n2)cc1,-5,-7,2,15,-0.2,4,-2,-5,-3,-6
O=C(NC1CCC(O)CC1)C1CCN(S(=O)(=O)c2c(Cl)cccc2Cl)CC1 (centres undefined),-2,-1,1,3,0.4,4,1,-1,-3,-3

# The last 2 entries of the section above lead into the next:
SMILES,TDP2 inh,Tn7 DDE FP,UHRF1 binding,DDE Tn6 FP inh,proKLK7 act,LEDGF integ inh,TCR CD3 inh,SIAE inh,PRMT1 FP inh,MBD2 DNA inh
Cc1ccc(-c2noc(CC(c3ccccc3)c3ccccc3)n2)cc1,-5,-7,2,15,-0.2,4,-2,-5,-3,-6
O=C(NC1CCC(O)CC1)C1CCN(S(=O)(=O)c2c(Cl)cccc2Cl)CC1 (centres undefined),-2,-1,1,3,0.4,4,1,-1,-3,-3
O=C(c1cc(F)ccc1F)C1CCCN(Cc2cccn2-c2ccccn2)C1 (centres undefined),-3,-7,-1,2,0.7,3,0,3,-3,0
Cc1ccc(NC(=O)Cn2c(=O)oc3cc(S(=O)(=O)N4CCC(C)CC4)ccc32)cc1C,4,9,-2,3,1.1,0,2,-22,2,-6
O=C(NCc1ccc(F)cc1)N1CCN(C(=O)c2ccccc2)CC1,3,8,-1,2,0.0,0,1,7,-6,5
O=C(NC12CC3CC(CC(C3)C1)C2)c1ccc(-c2ccc(Br)cc2)o1,-12,5,6,-7,0.2,-1,-4,-19,1,7
COCCNc1nnc(SCC(=O)c2cc(C)n(C3CC3)c2C)s1,4,-2,-1,0,0.7,0,-5,9,1,0
CCN(Cc1ccncc1)C(=S)Nc1ccc(Cl)cc1,-10,0,3,-5,-0.1,-1,-10,-13,7,9
CCn1c(SCC(=O)Nc2ccc(C)cc2)nnc1-c1ccccn1,1,1,2,-8,-0.3,-3,5,-5,-1,6
COc1ccc(C2Nc3ccccc3C(=O)N2O)cc1OC (centres undefined),6,3,1,3,-0.2,2,1,16,4,-1
CC1=C(C)[N+](=O)C2(O)CCCCC2(C)N1[O-] (centres undefined),-4,3,-1,2,0.5,-2,1,-6,-1,-4
COc1cccc2cc(C(=O)OCC(=O)N3CC(C)OC(C)C3)c(=O)oc12 (centres undefined),9,0,0,-2,-1.1,-2,-1,5,-1,-4
CCOC(=O)[C@]12CCCC3=C1N(CCC3)C(=O)[C@@H](CC(=O)NCc1cccc3ccccc13)C2,-5,0,1,3,-0.2,4,/,-6,3,-1
CCOc1ccccc1NC(=O)COC(=O)CNS(=O)(=O)c1ccc(C)cc1,5,1,5,-2,-0.2,-3,-1,-1,0,2
c1cnc(Sc2ccc3nnnn3n2)nc1,16,1,-2,-5,-0.2,5,2,5,-3,-2
Cc1cc(C)nc(N(C#N)S(=O)(=O)c2ccccc2Cl)n1,13,-2,-2,-3,0.3,0,2,5,2,-1
Cc1cccc(OCCSc2nc3c([nH]2)c(=N)ncn3Cc2ccccc2)c1,0,1,-1,1,0.3,0,0,-6,-2,5
Cc1ccc(NC(=O)COc2ccccc2)c(NC(=O)c2ccco2)c1,-9,-2,3,5,-0.3,-1,-9,1,4,-3
CCCCNC(=O)CCNS(=O)(=O)c1ccc(Br)cc1,2,-3,-1,-3,0.7,1,-2,5,-2,-3
COCCCNC(=O)Cn1cnc2sc(C)c(S(=O)(=O)N3CCN(c4ncccn4)CC3)c2c1=O,-11,0,5,2,-0.1,8,-4,-3,-3,0
Cc1ccc(N2C(=O)CC(Nc3ccc(Cl)c(S(=O)(=O)N(C)C)c3)C2=O)c(C)c1 (centres undefined),1,8,0,-1,0.5,1,2,-3,2,-1
Cc1ccc(C(=O)Nc2ccc3c(c2)CCC3)o1,-1,-5,-1,-8,0.3,-1,1,2,0,1
CC1CCc2sc(NC(=O)C3CC(Cl)=CCC3C(=O)O)c(C#N)c2C1 (centres undefined),-11,4,1,8,0.0,0,-3,-5,4,0
C/C(=C\C=C(C#N)C#N)c1cc(C#N)c(N)o1,3,-14,-12,-9,0.9,4,-56,-294,17,-15
COc1ccccc1NC(=O)CCC(=O)OCc1ccc([N+](=O)[O-])cc1,-9,2,-1,4,0.3,1,6,4,-2,-2
CCOc1ccc(CCN2C(=O)C(=O)N([C@@H](CC(C)C)CN3CCC[C@H]3CN3C(=O)C(=O)NC[C@@H]3Cc3ccccc3)C[C@@H]2Cc2ccc(O)cc2)cc1,-1,-4,2,-8,0.2,-3,6,6,1,2
CC(=O)NC(Cc1c[nH]c2ccccc12)C(=O)Nc1ccc2c(c1)OCO2 (centres undefined),-2,-2,-2,3,0.1,1,12,13,1,0
O=C(NCc1ccccc1)c1cc(C2CCCN(C(=O)C3CCCCC3)C2)on1 (centres undefined),3,1,0,11,-0.1,2,-2,9,-6,-2

# Results in DDE Tn6 FP inh and TCR CD3 inh, for some of the entries so far:
mol	DDE Tn6 FP inh	TCR CD3 inh
Cc1ccc(NC(=O)COc2ccccc2)c(NC(=O)c2ccco2)c1	5	-9
CCCCNC(=O)CCNS(=O)(=O)c1ccc(Br)cc1	-3	-2
COCCCNC(=O)Cn1cnc2sc(C)c(S(=O)(=O)N3CCN(c4ncccn4)CC3)c2c1=O	2	-4
Cc1ccc(N2C(=O)CC(Nc3ccc(Cl)c(S(=O)(=O)N(C)C)c3)C2=O)c(C)c1 (centres undefined)	-1	2
Cc1ccc(C(=O)Nc2ccc3c(c2)CCC3)o1	-8	1
CC1CCc2sc(NC(=O)C3CC(Cl)=CCC3C(=O)O)c(C#N)c2C1 (centres undefined)	8	-3
C/C(=C\C=C(C#N)C#N)c1cc(C#N)c(N)o1	-9	-56

# 3 entries out of the list above, sorted by the number in UHRF1 binding, smallest number first.
SMILES	TDP2 inh	Tn7 DDE FP	UHRF1 binding	DDE Tn6 FP inh	proKLK7 act	LEDGF integ inh	TCR CD3 inh	SIAE inh	PRMT1 FP inh	MBD2 DNA inh
CCN(Cc1ccncc1)C(=S)Nc1ccc(Cl)cc1	-10	0	3	-5	-0.1	-1	-10	-13	7	9
COCCCNC(=O)Cn1cnc2sc(C)c(S(=O)(=O)N3CCN(c4ncccn4)CC3)c2c1=O	-11	0	5	2	-0.1	8	-4	-3	-3	0
O=C(NC12CC3CC(CC(C3)C1)C2)c1ccc(-c2ccc(Br)cc2)o1	-12	5	6	-7	0.2	-1	-4	-19	1	7

# Not a hit list; 4.6% or so of the library scored in one or more.
